# Luciferase inh: firefly luciferase inhibition. purified firefly luciferase, luminescence, 8 min. Potency, µM (series often up to 57.1 µM), for the others: at the top dose activity change, negative = inhibition, actives largely listed as inhibitors. actives 2.2% (n = 72,000). AID 411; further: potency means the concentration at half of the fitted maximal effect; on the % scale 0 is the no-effect control and ±100 the full control effect; nearly all actives have a fitted effect of over 40% in size
#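 qHTS concentration-response profiling: light output of P. pyralis luciferase with luciferin and 10 uM ATP, imidazole buffer pH 7.2. Read by luminescence after 8-min room-temperature incubation.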
# ALOX15 inhib: blocks human 15-lipoxygenase activity | P16050 | purified 15hLO-1, xylenol orange hydroperoxide absorbance | Potency, µM (top dose mostly 57.1 µM), for the others: at the top dose activity change, negative = inhibition, actives largely listed as inhibitors | actives 1.4% (n = 74,000) | AID 887; further: potency means the concentration at half of the fitted maximal effect; on the % scale 0 is the no-effect control and ±100 the full control effect; nearly all actives have a fitted effect of over 55% in size
# Target sequence (P16050 whole entry, looked up): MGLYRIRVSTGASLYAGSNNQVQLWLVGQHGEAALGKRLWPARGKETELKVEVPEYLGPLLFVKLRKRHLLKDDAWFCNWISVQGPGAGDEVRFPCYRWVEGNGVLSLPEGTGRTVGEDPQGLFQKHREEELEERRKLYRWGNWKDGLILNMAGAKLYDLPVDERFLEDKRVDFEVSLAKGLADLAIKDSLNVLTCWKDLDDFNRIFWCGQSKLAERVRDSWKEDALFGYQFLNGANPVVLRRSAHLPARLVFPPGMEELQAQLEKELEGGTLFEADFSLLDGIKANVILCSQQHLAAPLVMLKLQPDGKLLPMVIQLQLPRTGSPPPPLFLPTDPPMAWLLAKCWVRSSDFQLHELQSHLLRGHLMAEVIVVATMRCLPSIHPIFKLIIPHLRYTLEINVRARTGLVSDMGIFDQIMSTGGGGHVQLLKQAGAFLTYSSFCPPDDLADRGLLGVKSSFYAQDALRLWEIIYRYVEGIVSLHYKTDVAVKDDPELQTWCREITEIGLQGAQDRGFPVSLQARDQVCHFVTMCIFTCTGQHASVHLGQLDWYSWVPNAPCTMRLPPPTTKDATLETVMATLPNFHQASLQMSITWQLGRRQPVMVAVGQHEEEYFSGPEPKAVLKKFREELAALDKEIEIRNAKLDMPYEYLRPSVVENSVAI
#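 Readout: Fe(III)-xylenol orange absorbance, 573-to-405 nm ratio as reaction progress. Enzyme 40 nM purified human 15hLO-1, substrate 50 uM arachidonic acid, 6 min RT after 15 min compound preincubation; Hepes pH 7.5 buffer with Triton X-100.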
# ERK AVP inh: inhibitors of vasopressin-stimulated ERK signaling pathway | actives 0.99% (n = 72,000) | Potency, µM (series often up to 57.5 µM), for the others: at the highest dose activity, negative = inhibition, usual class: inhibitors | HEK293-V1b, vasopressin-stimulated pERK AlphaScreen; further: potency means the concentration at half of the fitted maximal effect; on the % scale 0 is the no-effect control and ±100 the full control effect; nearly all actives have a fitted effect of over 55% in size
#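 V1b-HEK293 cells; cpd 30 min 37C; 25 nM vasopressin 5 min; lyse 10 min; AlphaScreen beads 5 hr RT. Normalized to DMSO basal and 25 nM vasopressin; AC50 by Hill fit.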
# DNA Pol III inh: DNA polymerase III holoenzyme inhibition; reconstituted DNA polymerase III holoenzyme replication, biochemical; Potency, µM (titrated, usually from 57.1 µM), for inactives: at the top dose activity change, negative = inhibition; actives 0.25% (n = 71,000); further: potency means the concentration at half of the fitted maximal effect; on the % scale 0 is the no-effect control and ±100 the full control effect
#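 Reconstituted *E. coli* holoenzyme (0.35 nM Pol III, 1 nM beta, 154 nM SSB, 2 nM primase) was preincubated with compound for 15 min at RT. Synthesis on 1.4 nM ssM13Gori ran 35 min, then was stopped with PicoGreen/EDTA and read as dsDNA fluorescence.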
# HBB splicing: modulators of hemoglobin beta chain splicing. actives 0.06% (n = 65,000). HBB splicing reporter cell assay, activation; EGFP reporter with mutant IVS2-654 intron; response scale: normalised to 500 nM splice-correcting PNA. AID 925. Potency, µM (series often up to 46.1 µM), for inactives: at the highest dose activation, most hits filed as activators; further: potency means the concentration at half of the fitted maximal effect; 0% is about no effect
#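 HeLa cells stably expressing EGFP interrupted by mutant beta-globin intron 2 (IVS2-654), 500/well in 2% FCS. Treated with compound for 2 days at 37C. Splicing correction scored as total well GFP intensity (488 nm excitation, 500-520 nm emission); 500 nM antisense PNA served as control.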
# GFP derepression: epigenetic modulators derepressing GFP locus in mouse cells; actives 0.09% (n = 68,000); mouse C127i GFP locus derepression, cytometry, 30 h; Potency, µM (highest dose often 46.1 µM), for inactives: at the highest dose GFP derepression (activation); further: % of control where 0% means no effect
#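 Derepression screen: silenced CMV-GFP reporter in murine C127i cells, 30 h compound incubation at 37 C, washed cells imaged by laser-scanning cytometer to enumerate GFP-expressing objects of 20 to 120 um.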
# HADH2 inh: HADH2 (human) dehydrogenase inhibition; Q99714; recombinant HADH2, NADH fluorescence, beta-hydroxybutyryl-CoA; Potency, µM (top dose mostly 57.1 µM), for inactives: at the top dose activity change, negative = inhibition, hits mostly inhibitors; actives 3.4% (n = 73,000); further: potency means the concentration at half of the fitted maximal effect; on the % scale 0 is the no-effect control and ±100 the full control effect; nearly all actives have a fitted effect of over 60% in size; many of its hits are not listed in these tables
# Target sequence (Q99714 whole entry, looked up, one chain of several): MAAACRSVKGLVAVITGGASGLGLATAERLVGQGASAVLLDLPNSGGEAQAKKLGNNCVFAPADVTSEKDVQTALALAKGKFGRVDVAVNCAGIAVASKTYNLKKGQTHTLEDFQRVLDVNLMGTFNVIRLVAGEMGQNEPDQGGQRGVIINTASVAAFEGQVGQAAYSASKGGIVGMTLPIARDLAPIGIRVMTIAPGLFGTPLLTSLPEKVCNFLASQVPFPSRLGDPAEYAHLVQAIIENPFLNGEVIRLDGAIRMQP
#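 His-tagged recombinant enzyme from E. coli, 20 nM, preincubated 15 min RT with compound; reaction started with 1 mM NAD+ and 90 uM beta-hydroxybutyryl-CoA in 100 mM Tris-HCl pH 9.0. NADH fluorescence (ex 360/em 450) read over 4 min; last-minus-first difference.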
# Tau fil binding: tau filament binding; P10636; recombinant tau filaments, thioflavin S fluorescence, 15 h; filaments grown with octadecylsulfate alongside compound; Potency, µM (doses to about 57.1 µM), inactives show top-dose activity change, negative = inhibition; actives 2% (n = 71,000);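 further: potency means the concentration at half of the fitted maximal effect; on the % scale 0 is the no-effect control and ±100 the full control effect; actives lower thioflavin S fluorescence by blocking filaments or displacing dye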
#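 Thioflavine S fluorescence (ex 450, em 510 nm) reports filaments formed from 1 uM human tau plus 30 uM ODS over 15 h at 37 C (10 mM HEPES pH 7.4, 100 mM NaCl, 5 mM DTT); compounds displacing dye or blocking filaments lower signal.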
# Hsp90 Hop PPI: changes Hsp90-Hop TPR2A binding signal, up or down; actives 0.44% (n = 71,000); Potency, µM (doses to about 57 µM), inactives show at the top dose activity change, negative = inhibition; AlphaScreen TPR2A-His6 binding biotin-Hsp90 C-terminal peptide; AID 595; active means well fitted curve in either direction with a large enough effect; inconclusive means small, poorly fitted or top-dose-only effect, or another doubt; further: potency means the concentration at half of the fitted maximal effect; on the % scale 0 is the no-effect control and ±100 the full control effect; many of its hits are not listed in these tables
# Ub-GFP proteasome: inhibits proteasome, raising ubiquitin-GFP reporter fluorescence. Ubiquitin-GFP reporter cells, proteasome inhibition, GFP fluorescence; response scale: untreated = 0%, 10 µM MG-132 = 100%. Potency, µM (doses to about 45.9 µM), for the others: at the top dose activation (GFP accumulation), usual class: activators. 67,000 tested, under 10 active; active means well fitted activation curve with a large enough effect, not every such curve was filed as active; inconclusive means small, poorly fitted or top-dose-only effect, or another doubt; inactive means no such curve, though single readings can be large or run the other way; further: potency means the concentration at half of the fitted maximal effect
#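 U2OS Ub(G76V)-GFP reporter; O/N plating, 0.5% FBS; cpd 46 uM–2.9 nM, 4 h, 37 °C; GFP+ cell count, 488/515 nm; norm. to basal vs 10 uM MG-132; CRC fit.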
# CRE Fsk mod: CRE-bla signaling modulation under forskolin stimulation. CHO CRE-bla reporter (cAMP response element driving beta-lactamase), forskolin EC10, beta-lactamase ratio. Potency, µM (doses to about 38.2 µM), for inactives: top-dose activity change, negative = inhibition, actives largely listed as activators. actives 2.5% (n = 71,000). AID 662; active means well fitted activation curve with a large enough effect in the signal ratio, with a control signal flat, not every such curve was filed as active; inconclusive means small, poorly fitted or top-dose-only effect, or effect the other way, or a change in a side signal; the % refers to the signal ratio; further: potency means the concentration at half of the fitted maximal effect; % of control where 0% means no effect
#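 CHO CRE-bla cells, overnight plating in Opti-MEM with 0.5% dialyzed FBS; cpd titration + EC10 NKH 477, 3 h 37 °C; CCF4 2 h RT; ex 405/em 460 vs 530 ratio → %Activity, AC50.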
# * marks the source's active call; other numbers are inactive results; ? = inconclusive; nt = not tested or not shown; [ ] = another dose, or the depositor's remark. Unless noted, the call rests on the fitted dose curve; in most records, active means well fitted curve in the direction sought with a large enough effect; inconclusive means small, poorly fitted or top-dose-only effect, or another doubt; inactive means no such curve, though single readings can be large; an effect the other way counts as inactive or inconclusive.
# Sequence of screens: Luciferase inh	ALOX15 inhib	ERK AVP inh	DNA Pol III inh	HBB splicing	GFP derepression	HADH2 inh	Tau fil binding	Hsp90 Hop PPI	Ub-GFP proteasome	CRE Fsk mod
O=c1c2ccccc2cnn1-c1nc2ccccc2s1
 : 0.16µM*	4%	-5%	4%	1.2%[0.369 µM]	3%	3%	4%	0%	nt	?
C/C(CCN1CCCCc2nc(C)c(C)cc21)=N\O[C@@H](C)c1cc(-c2c(C)cc(C)cc2C)no1
 : 1%[11.4 µM]	3%[11.4 µM]	13%[11.5 µM]	nt	1.1%[9.22 µM]	nt	-8%[11.4 µM]	nt	nt	nt	nt
CC(C)(C)OC(=O)N1CCC[C@H]1c1nnc(SCc2ccccc2F)o1
 : 3%	0%	25%	-2%	-2.2%[57.5 µM]	0%	18%	-8%	5%	-2%	-5%
C=CCn1c(SCn2nnc3ccccc3c2=O)nc2scc(-c3cccs3)c2c1=O
 : 3%	-18%	-5%	0%	-0.3%[57.5 µM]	-2%	11%	-11%	-2%	4%	2µM*
CC(=O)CCc1c(C)[nH]c2ccccc2c1=O
 : 0%	6%	13%	3%	-0.8%	-2%	-8%	2%	3%	5%	3%
c1ccc(CCNC2=NCCCS2)cc1
 : 2%	10%	0%	0%	0.4%	-2%	0%	0%	0%	-1%	?
CC1=CC(C)(C)N(C(=O)c2ccccc2)c2ccccc21
 : -3%	-30%	61%[activator]	-1%	1.5%	2%	-6%	1%	?	16%	1%
CN(C)Cc1nc2ccccc2c(=O)n1Cc1nc(-c2cc3ccccc3o2)cs1
 : 0%	10%	7%	-5%	-0.6%	-1%	6%	8%	0%	9%	?
O=C(O)CCC(=O)Nc1ccc2ccccc2c1
 : 0%[11.4 µM]	0%[11.4 µM]	-5%[11.5 µM]	-4%[11.4 µM]	1.8%[9.22 µM]	-4%[9.22 µM]	6%[11.4 µM]	6%[11.4 µM]	3%[11 µM]	0%[9.17 µM]	?
CCc1ccc(OCc2nc(-c3ccccn3)no2)c(Br)c1
 : 13µM*	-6%	-6%	-5%	-1.1%	-3%	-1%	90%	17%	3%	17%
c1ccc(CCn2nnnc2C(c2cccnc2)N2CCN(c3ccccc3)CC2)cc1 (centres undefined)
 : 2%	-1%	-26%	0%	-1.8%	4%	-1%	-5%	-4%	-5%	-10%
Cc1cccc(N2CCN(C(=O)c3cc4c(C)nc5ccccc5c4o3)CC2)c1C
 : 0%	4%	-14%	0%	0.2%	7%	2%	14%	1%	0%	?
COc1ccc(CN2C(=O)c3ccccc3C2C(=O)NC2CCCC2)c(OC)c1 (centres undefined)
 : 3%	2%	-4%	2%	-3.9%[57.5 µM]	2%	9%	2%	-4%	-4%	-13%
O=C(O)c1ccccc1C(=O)OCCCCOC(=O)c1ccccc1C(=O)O
 : 0%	-1%[11.4 µM]	-16%	-3%[11.4 µM]	1.5%[0.0738 µM]	2%	8%[11.4 µM]	14%[11.4 µM]	-4%[11 µM]	-13%[9.17 µM]	?
O=C(Oc1ccccc1)N1CCC2(CC1)CN(c1ccccn1)C2
 : -2%[11.4 µM]	4%	-20%	-4%	2.2%	5%[9.22 µM]	6%	4%	-3%	1%	?
Cc1noc(C)c1COc1ccc(C(=O)OCC(=O)NC(=O)C2COc3ccccc3O2)cc1 (centres undefined)
 : 2%	-3%	7%	4%	0.0%[57.5 µM]	1%	2%	6%	-1%	2%	-14%
CN=C1SC(C(=O)O)CC(=O)N1C (centres undefined)
 : 2%	6%	6%	-4%	nt	-2%	4%	2%	3%	2%	-7%
O=C(CCc1ccc(O)cc1)c1c(O)cc(O)cc1O[C@@H]1O[C@@H](CO)[C@@H](O)[C@@H](O)[C@H]1O
 : 0%[11.4 µM]	nt	nt	-3%	nt	-2%[9.22 µM]	?	?	?	1%	-1%
O=C1c2ccccc2C(Nc2ccc3c(c2)OCO3)N1Cc1ccco1 (centres undefined)
 : -11%	?	25µM*	2%	-0.5%	-4%	?	13µM*	?	-2%	5%
O=C(c1ccncc1)c1ccc(Br)cc1
 : 0%	2%	1%	-2%	1.6%	-2%	5%	-10%	0%	-4%	-8%

# Filtered by structure, those above with a COOH group.
# Sequence of screens: Luciferase inh	ALOX15 inhib	ERK AVP inh	DNA Pol III inh	HBB splicing	GFP derepression	HADH2 inh	Tau fil binding	Hsp90 Hop PPI	Ub-GFP proteasome	CRE Fsk mod
O=C(O)CCC(=O)Nc1ccc2ccccc2c1
 : 0%[11.4 µM]	0%[11.4 µM]	-5%[11.5 µM]	-4%[11.4 µM]	1.8%[9.22 µM]	-4%[9.22 µM]	6%[11.4 µM]	6%[11.4 µM]	3%[11 µM]	0%[9.17 µM]	?
O=C(O)c1ccccc1C(=O)OCCCCOC(=O)c1ccccc1C(=O)O
 : 0%	-1%[11.4 µM]	-16%	-3%[11.4 µM]	1.5%[0.0738 µM]	2%	8%[11.4 µM]	14%[11.4 µM]	-4%[11 µM]	-13%[9.17 µM]	?
CN=C1SC(C(=O)O)CC(=O)N1C (centres undefined)
 : 2%	6%	6%	-4%	nt	-2%	4%	2%	3%	2%	-7%

# Next results follow.
# Sequence of screens: Luciferase inh	ALOX15 inhib	ERK AVP inh	DNA Pol III inh	HBB splicing	GFP derepression	HADH2 inh	Tau fil binding	Hsp90 Hop PPI	Ub-GFP proteasome	CRE Fsk mod
Cc1ccc(-c2nc(CSCC(=O)N3CCOCC3)c(C)o2)cc1
 : -1%	2%	15%	-2%	-2.1%	-1%	14%	-11%	-5%	0%	14%
COc1ccc2[nH]cc(CCNc3nc(-c4cccnc4)nc4ccccc34)c2c1
 : -7%[2.29 µM]	6%	-26%	1%	0.1%	8%[9.22 µM]	?	25µM*	-24%	-1%	?
Cc1ccc(C(c2nnnn2C(C)(C)C)N(Cc2ccco2)Cc2cccs2)cc1 (centres undefined)
 : 0%	-4%	-4%	0%	nt	0%	3%	6%	11%	1%	-3%
CN(Cc1ccccc1)c1nc2c(c(=O)[nH]c(=O)n2C)n1C
 : -3%	1%	-11%	4%	-0.2%[57.5 µM]	5%	7%	-5%	-1%	0%	12%
CCc1ccccc1N(C(=O)c1cccs1)C1C=CS(=O)(=O)C1 (centres undefined)
 : -2%	4%	-15%	0%	-0.5%	-6%	6%	3%	-3%	3%	4%
COc1ccc2c(c1)CCc1c(C(=O)N3CCOCC3)noc1-2
 : ?	2%	25%	-3%	1.1%	0%	-8%	6%	6%	11%	?
O=C(CCN1CCN(CCO)CC1)Nc1ccc(OCc2ccccc2)cc1
 : -1%	6%	-4%	-3%	-0.1%[57.5 µM]	2%	12%	-2%	-1%	2%	-8%
COc1ccccc1CN1C(=O)[C@@H]2C(CC(N)=O)NC3(C(=O)Nc4c3ccc(Cl)c4C)[C@@H]2C1=O (some centres undefined)
 : 1%	-6%	-7%	-2%	-1.0%[57.5 µM]	5%	9%	27%	-6%	11%	?
COc1ccc(N2CCN(C(=O)C(CCSC)N=C3NS(=O)(=O)c4ccccc43)CC2)cc1 (centres undefined)
 : -40%	-26%	-24%	-4%	-0.2%	0%	35%[activator]	-10%	-12%	-2%	?
Cn1c(=O)c2c(ncn2CC(=O)N(Cc2ccccc2)c2ccccn2)n(C)c1=O
 : 5%	3%	12%	-1%	-0.5%	0%	9%	4%	-8%	22%	4%
CC(C)(C)OC(=O)N1CCC[C@H]1c1nnc(SCc2ccc(Cl)cc2Cl)o1
 : 0%	-2%	6%	0%	-2.5%[0.369 µM]	2%	5%	-9%	8%	-2%	?
O=S(=O)(c1ccccc1)N1CCC2(CC1)CN(c1ccccn1)C2
 : 0%[11.4 µM]	5%	11%	-4%	4.5%	0%[9.22 µM]	-5%	-6%	2%	-6%	-4%
C1CCN=C(Nc2nc3c(s2)CCCC3)CC1
 : -10%	3%	2%	3%	-0.2%	-3%	1%	-7%	-3%	11%	?
C=CCOn1c(=O)c(C)[n+]([O-])c2ccccc21
 : 1%	0%[11.4 µM]	-28%	-7%[11.4 µM]	?	0%	4%[11.4 µM]	-12%[11.4 µM]	-6%[11 µM]	7%[9.17 µM]	?

# Assay outcomes: PubChem, National Center for Advancing Translational Sciences (NCATS)

# The list is partial. The share of hits here may be higher or lower than overall.
